GSK3 alpha inh: blocks human GSK-3 alpha kinase. ADP-Glo luminescence, 60 min. 320,000 tested, 0.1% active. inhibition, % at 10 µM;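 in the data active = inhibition above about 50%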;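 also: GST-tagged GSK-3 alpha with peptide substrate and 25 µM ATP; 0% = DMSO neutral wells and 100% = GW8510 positive control wells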
AI-2 QS modul: modulates the Vibrio harveyi AI-2 quorum sensing system; Vibrio harveyi JMH597 AI-2 luminescence/OD600 ratio, 9 h; active compounds read low; strain lacks LuxN and CqsS sensors; 0 = neutral-control median; activity change, % at 7.5 µM; 300,000 tested, 0.4% active; AID 2094; in the data active = activity change below about -75%, passing the limit was not always enough;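 also: luminescence divided by OD600 gain over 9 h not by final OD600 alone; inactives centre near 13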
DYRK1A inh: Dyrk1A (rat) kinase inhibition | ADP-Glo luminescence, NFATc1 peptide | inhibition, % at 12.5 µM | 310,000 tested, 0.43% active | AID 504441; in the data active = inhibition above about 50%;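 also: plate controls were vehicle with enzyme for no effect and no enzyme for full effect; many of its hits are not listed in these tables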
Platelet DG rel: platelet dense granule release activity; 300,000 tested, 0.22% active; human platelet-rich plasma, SFLLRN dense granule ATP release, luminescence; inhibition, %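 (compounds screened at 7.5 µM in platelet-rich plasma)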;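 active = mean replicate score, as percent of positive control, at or above 50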
HSP90 inh: HSP90 refolding inhibition in rabbit reticulocyte lysate | AID 1789 | inhibition, % at 5.6 µM | 290,000 tested, 0.91% active | luciferase refolding luminescence, 3 h;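 active = inhibition above the screen-wide mean plus 3 SD, computed separately per campaign, cut at about 16% in these data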;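 also: 0% = DMSO wells and 100% = 60 µM geldanamycin wells; inhibitors lower the luminescence because luciferase stays unfolded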
HSF-1 act: increases HSF-1 driven luciferase reporter signal; NIH3T3-HGL HSF-1 luciferase reporter, MG132, 8 h; 100% = twice DMSO control signal; activation, % at 9 µM; 300,000 tested, 1.7% active;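 active = mean replicate activation of at least 50% with a set share of replicates each reaching 50%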;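 also: 0% = median of the neutral control wells and 100% = twice that signal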
GSK3B inh: human GSK3beta kinase inhibition | 300,000 tested, 0.038% active | P49841 | activity score (negative = inhibition), % at 10 µM | GST-GSK3beta kinase, ADP-Glo luminescence, 60 min; active compounds read low;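 active = more than half of replicate wells score below -50%, meaning over 50% inhibition versus plate controls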;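 also: 0% = median DMSO wells and -100% = median GW8510 positive control wells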
Target sequence (P49841 whole entry, looked up): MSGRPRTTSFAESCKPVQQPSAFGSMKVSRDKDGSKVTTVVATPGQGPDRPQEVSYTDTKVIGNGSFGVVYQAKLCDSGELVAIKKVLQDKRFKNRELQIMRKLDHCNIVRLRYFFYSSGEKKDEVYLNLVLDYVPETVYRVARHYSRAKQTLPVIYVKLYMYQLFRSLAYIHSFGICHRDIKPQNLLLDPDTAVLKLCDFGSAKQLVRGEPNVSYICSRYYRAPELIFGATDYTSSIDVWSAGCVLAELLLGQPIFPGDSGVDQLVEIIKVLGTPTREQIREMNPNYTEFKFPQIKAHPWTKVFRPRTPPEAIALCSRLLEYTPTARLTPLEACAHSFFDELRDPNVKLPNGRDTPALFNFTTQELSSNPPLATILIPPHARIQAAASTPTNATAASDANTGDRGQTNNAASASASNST
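Test system: GST-fused GSK3beta enzyme, cell-free | Quantity: 1.6 ng GST-GSK3beta enzyme per well | Reagent: 25 µM ATP with peptide substrate | Schedule: 60 min enzyme reaction, room temperature | Signal: Luminescent ADP-Glo measurement of ADP formed | Read-out basis: Score relative to plate controls | Control set: DMSO and 20 µM GW8510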
HDAC3 inhib: blocks human histone deacetylase 3; recombinant HDAC3, fluorogenic peptide/trypsin coupled, fluorescence; inhibition, % at 8.3 µM; 320,000 tested, 0.15% active; in the data active = inhibition above about 26%, passing the limit was not always enough
Target sequence (O15379 whole entry, looked up): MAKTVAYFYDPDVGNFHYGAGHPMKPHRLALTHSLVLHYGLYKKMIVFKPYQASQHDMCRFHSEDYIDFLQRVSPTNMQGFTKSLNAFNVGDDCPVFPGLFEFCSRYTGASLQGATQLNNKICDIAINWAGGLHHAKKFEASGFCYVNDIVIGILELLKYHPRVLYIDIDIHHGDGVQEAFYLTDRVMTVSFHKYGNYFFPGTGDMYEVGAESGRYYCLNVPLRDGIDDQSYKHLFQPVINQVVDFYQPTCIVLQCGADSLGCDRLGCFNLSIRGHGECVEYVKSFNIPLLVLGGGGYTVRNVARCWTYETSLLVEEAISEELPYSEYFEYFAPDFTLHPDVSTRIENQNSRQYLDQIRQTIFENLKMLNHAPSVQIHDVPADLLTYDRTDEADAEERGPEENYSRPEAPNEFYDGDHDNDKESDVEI
HSF1 inh: HSF1 inhibition | NIH3T3-HGL HSE-luciferase, MG132-induced, luminescence 8 h; active compounds read low | activity change, negative = inhibition, % at 7.5 µM (by protocol) | 300,000 tested, 0.77% active | AID 2098;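 active = more than half of replicate wells show activity change below -50%, luminescence cut by over half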;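 also: luciferase reports HSF-1 transcriptional activity via heat shock element; 0% = median of DMSO wells and -100% = zero luminescence signal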
PolyA inh: inhibitors of polyadenylation in S. cerevisiae; S. cerevisiae SKY197-pL101 polyadenylation reporter, beta-gal luminescence; efflux-impaired pdr1/pdr3 knockout yeast; score 100 = 6 SD above DMSO; calls only at 12 µM; 300,000 tested, 0.02% active; AID 1875;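 active = lowest replicate activity score at least 50, where 100 means six control SD above control mean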;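 also: yeast exposed to compound for 9 h at 30 °C; higher score means more reporter readthrough which indicates perturbed polyadenylation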
* hit, by the source's call; i = inactive; / = no result given. An excerpt; rates above refer to the full screens.

cpd	GSK3 alpha inh	AI-2 QS modul	DYRK1A inh	Platelet DG rel	HSP90 inh	HSF-1 act	GSK3B inh	HDAC3 inhib	HSF1 inh	PolyA inh	molecule
1	-1.7	10.1	-3.4	9.3	-3.9	11.5	-3.1	2.3	1.7	i	CC(C)C(CC(=O)NCc1ccco1)c1ccco1 (centres undefined)
2	-1.8	28.0	-1.6	-0.6	0.5	2.6	2.2	4.5	-3.9	i	Cc1cc(C)n(-c2nc3ccccc3[nH]c2=O)n1
3	-2.6	22.8	-1.2	-8.6	1.4	-8.0	-2.2	2.0	-4.8	i	CCOc1ccc(OCC)c(NC(=O)CSc2nnc(C3CC3)n2CC)c1
4	-3.3	31.4	4.7	-1.7	2.2	44.0	2.4	2.8	12.1	i	CCOC(=O)C1CCCn2c1nc1sc3c(c1c2=O)CCCC3 (centres undefined)
5	-2.3	11.9	-2.5	5.7	-1.6	6.1	1.9	-2.2	-1.8	i	NC(=O)C1CCN(C(=S)c2cccs2)CC1
6	1.2	15.5	-3.0	1.7	-0.3	-0.3	-0.3	-2.9	-4.1	i	O=c1c(F)cn(C2CCCO2)c(=O)n1Cc1ccccc1F (centres undefined)
7	-2.5	22.5	-2.6	-6.5	-1.6	6.7	-0.5	3.9	-0.1	i	CC1CCN(C(=O)CCC(=O)Nc2nnc(C3CCCCC3)s2)CC1
8	-5.2	17.3	-1.2	1.6	-1.6	13.2	-0.1	-3.5	4.6	i	Cc1ccc(C2CC(c3cccc(NS(C)(=O)=O)c3)=NN2S(C)(=O)=O)cc1 (centres undefined)
9	-14.3	26.1	-3.4	4.6	-2.7	-11.0	0.6	1.9	-7.0	i	CCOC(=O)N1CCN(C(=O)C2CCN(S(=O)(=O)N3CCC4(CC3)OCCO4)CC2)CC1
10	-1.7	9.4	0.6	-4.3	-0.1	-6.4	1.0	12.0	-1.2	i	CC1(C)C2CC=C(/C=N/NC(=S)NCCc3ccccc3)C1C2 (centres undefined)
11	-3.7	11.8	-0.1	-5.9	1.5	-12.1	-1.6	-0.1	0.4	i	CC1CCCCN1C(=O)Cn1cc(C=O)c2ccccc21 (centres undefined)
12	1.8	7.0	12.6	-1.1	5.3	-2.1	0.1	0.1	-0.1	i	CC(=O)C1=C(C)NC(=O)NC1c1cccs1 (centres undefined)
13	-0.9	15.5	1.7	-4.6	-2.1	11.4	1.1	9.4	11.4	i	Cc1ccc(OCc2cc(C(=O)N3CCN(C4CCCCC4)CC3)no2)cc1C
14	3.1	25.2	4.9	-3.1	-3.4	-15.3	1.3	7.7	-15.4	i	Cc1ccc(C(=O)O)cc1NC(=O)Nc1cccc2ccccc12
15	1.7	2.2	5.8	4.5	2.2	-1.1	-0.9	2.5	2.8	i	CSc1ccccc1C(=O)Nc1ccccc1C
16	1.5	21.6	12.3	-4.1	-1.6	-6.6	1.5	-3.8	4.2	i	CCC(C)N(C)C(=O)c1cc2ccccc2c(-c2ccccc2Cl)n1 (centres undefined)
17	1.1	30.5	-2.2	-8.2	-1.1	4.3	0.0	-7.9	1.1	i	CCOc1ccc(S(=O)(=O)N(CC(=O)NN=C2CCN(C)CC2)c2ccc(C)cc2)cc1
18	0.7	-11.2	13.0	-6.2	1.6	-2.5	2.7	0.0	1.8	i	C/C(=N\NC(=O)COc1ccc([N+](=O)[O-])cc1)C(C)(C)C
19	-0.4	30.7	3.0	0.7	1.6	-28.8	-1.9	0.8	-21.6	i	COc1ccc(NC(=O)C2CCCN2c2nn3c(=O)cc(C)nc3s2)cc1 (centres undefined)
20	0.7	2.7	-9.0	2.2	3.6	1.8	1.0	4.1	0.1	i	O=C(c1ccc(S(=O)(=O)N2CCOCC2)cc1)N1CCN=C1SCc1cccnc1
21	0.1	18.2	2.5	1.8	-3.8	0.9	2.9	8.8	4.3	i	CCC(C(=O)OC)n1c(-c2ccccc2)nc2ccccc2c1=O (centres undefined)
22	-5.7	44.7	/	-3.2	-2.5	6.0	-2.9	-9.4	-4.3	i	O=C(O)CSc1ncnc2sc3c(c12)CCCC3
23	-1.2	19.0	-1.4	-4.6	-2.9	2.5	2.7	0.6	-3.3	i	Cc1ccc(C(=O)N/C(=C\c2cccc([N+](=O)[O-])c2)C(=O)Nc2cccc(C(=O)O)c2)cc1
24	-1.6	/	9.4	/	1.2	/	/	-3.9	/	/	O=C(O)C1CC(=O)N(Cc2ccc(F)cc2)C1 (centres undefined)
25	1.2	19.6	6.5	6.3	-1.5	-10.3	5.5	-0.5	-8.5	i	Cc1nc2c(=O)n(-c3ccc(F)cc3F)nc(C)c2s1

Brought forward from above: 2 entries, then new ones.
cpd	GSK3 alpha inh	AI-2 QS modul	DYRK1A inh	Platelet DG rel	HSP90 inh	HSF-1 act	GSK3B inh	HDAC3 inhib	HSF1 inh	PolyA inh	molecule
24	-1.6	/	9.4	/	1.2	/	/	-3.9	/	/	O=C(O)C1CC(=O)N(Cc2ccc(F)cc2)C1 (centres undefined)
25	1.2	19.6	6.5	6.3	-1.5	-10.3	5.5	-0.5	-8.5	i	Cc1nc2c(=O)n(-c3ccc(F)cc3F)nc(C)c2s1
26	-1.5	27.5	5.4	1.1	-1.3	2.3	2.7	-7.5	-3.6	i	COc1ccc(NCc2cc3ccccc3[nH]c2=O)cc1
27	-5.4	31.9	52.4*	1.6	7.4	23.6	-5.4	1.4	11.3	i	Cc1ccccc1Nc1cc2ccccc2c(=O)[nH]1
28	-1.1	/	1.3	-0.3	-0.8	-0.4	/	-2.6	-1.6	i	COc1cc2[nH]c(=O)n(CCCCCC(=O)NC3CCCC3)c(=O)c2cc1OC
29	3.9	10.2	-3.2	7.6	-5.3	-5.5	2.1	-4.4	-4.0	i	O=C(COc1ccc(S(=O)(=O)N2CCOCC2)cc1)NCC1CCCO1 (centres undefined)
30	-0.7	18.4	-1.7	-0.8	2.3	0.9	0.4	8.6	0.0	i	CCCC(C(=O)NCc1ccco1)N(C(=O)CNS(=O)(=O)c1ccccc1)c1ccc(OC)cc1 (centres undefined)
31	-0.1	12.2	-2.9	5.4	-5.7	-33.2	-0.6	5.1	-13.9	i	COCCn1c(CN2CCc3ccccc3C2)nc2c1c(=O)n(C)c(=O)n2C
32	2.0	11.9	-4.6	-6.1	0.1	0.4	-1.2	-2.1	6.5	i	NNC(=O)c1sccc1OCc1ccc(F)cc1
33	5.1	32.0	-4.9	22.7	1.2	24.9	-1.1	-0.4	3.9	i	C=CCn1c(N)c(C(=O)Nc2ccccc2)c2nc3ccccc3nc21
34	7.3	14.8	-2.8	-0.6	3.2	0.6	-0.7	-2.2	-1.2	i	CCOC(=O)c1cc(C)n(-c2c(C)n(C)n(-c3ccccc3)c2=O)c1C
35	-0.6	6.0	/	-3.2	-2.2	-4.4	1.6	3.2	-8.1	i	CCOc1c(CNc2nnnn2C)cccc1OC
36	-0.6	20.9	21.9	-8.9	-0.3	11.1	1.5	0.5	5.5	i	CC(C)(CO)NC(=O)Nc1ccc(Cl)c(Cl)c1
37	-0.6	-8.9	1.5	-0.3	6.9	10.0	4.7	3.0	-1.5	i	Nn1cnnc1N/N=C/c1ccc(Cl)cc1Cl
38	-1.9	3.2	-2.7	-5.6	-2.4	5.5	-1.5	5.1	-3.2	i	COc1cc(OC)cc(C(=O)NC(=S)N2CCCCC2c2cccnc2)c1 (centres undefined)
39	-1.4	-53.2	1.8	-2.8	2.4	31.4	-3.3	-4.6	14.5	i	COc1ccc(CNC(=O)CSc2ccsc2[N+](=O)[O-])cc1
40	3.2	29.2	0.4	4.7	1.7	1.3	-1.5	-1.2	-2.5	i	CCOc1ccc(C(C(=O)NC2CCCCC2)N(C(=O)c2ccccn2)c2cccnc2)cc1 (centres undefined)
41	0.0	11.5	4.4	15.7	2.5	6.5	-1.0	8.2	-1.4	i	O=C(c1sc2cc(F)ccc2c1Cl)N1CCN(c2ccccc2)CC1
42	1.1	15.7	-3.0	/	1.8	-11.9	-5.5	7.0	8.5	i	CC(C)NC(=S)N/N=C/c1cccs1
43	-0.9	23.5	0.5	-8.2	-0.8	-5.2	2.7	1.4	-3.1	i	Cn1c(Cl)c(/C=N/OC(=O)c2ccc(Cl)cc2)c2ccccc21
44	3.2	2.9	0.2	-28.1	-0.3	40.8	-0.5	-1.3	18.9	i	CCCCCNS(=O)(=O)c1cc2c3c(c1)CCC(=O)N3CCC2
45	-1.8	8.0	15.9	0.4	3.6	-49.4	3.7	-5.5	-43.5	i	O=C(CCl)Nc1cn(-c2ccccc2)nc1-c1ccccc1
46	-1.1	-4.0	0.1	3.2	-3.4	-1.9	1.6	3.6	-5.8	i	COc1ccc(N(CC(=O)NC2CCCCC2)C(=O)CNC(=O)c2ccco2)cc1OC
47	-3.2	1.2	-3.1	18.9	2.8	-13.4	-2.9	-3.1	-18.8	i	Cc1ccccc1C(=O)NC1CCN(CC(=O)Nc2ccc3c(c2)OCCO3)CC1
48	-0.8	9.5	/	-2.0	0.2	14.3	0.2	5.7	6.9	i	O=C(COc1cccc2c1CCN(Cc1ccc(Cl)cc1)C2=O)N1CCOCC1
49	1.8	44.8	-2.2	-3.1	-2.5	19.0	-4.6	10.5	4.4	i	COc1ccc(Nc2oc(-c3ccco3)nc2S(=O)(=O)c2ccc(F)cc2)cc1
50	1.1	-0.2	2.5	-8.9	-2.2	-12.5	-1.0	-0.5	-1.1	i	O=C(CN1CCN(C(=O)C2CCCO2)CC1)Nc1cc(C(F)(F)F)ccc1Cl (centres undefined)
51	-2.3	6.7	-2.6	/	6.4	-1.8	-0.8	-1.1	-11.0	i	Clc1ccc(CN2CCC(c3ccccc3)CC2)cc1
52	-0.6	19.5	-10.1	-0.1	0.8	2.0	-1.9	3.7	-3.6	i	COc1ccc(S(=O)(=O)NCC2CCCN(Cc3ccccc3C)C2)cc1 (centres undefined)
53	0.0	7.8	-5.4	0.8	-1.7	-1.2	2.6	1.4	-0.1	i	CC(=O)N1c2c(cc(Br)cc2S(=O)(=O)NCc2ccccc2)CC1C (centres undefined)

From PubChem BioAssay
